HTRA1 inh: HTRA1 (human) protease inhibition; recombinant HTRA1, FP-rhodamine activity-based probe, fluorescence polarization; AID 504803; hit rate 0.5% among 340,000; inhibition, % at 5.96 µM; Q92743; in the data active = inhibition above about 36%;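 also: 0% = enzyme with DMSO and 100% = wells lacking enzyme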
TCR CD3 inh: human TCR-CD3 binding inhibition. TAMRA-labeled TCR probe fluorescence, biochemical. hit rate 0.37% among 360,000. inhibition, % at 9.4 µM; in the data active = inhibition above about 19%;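 also: recombinant mutant TCR 2C K166C tagged with TAMRA read by polarization; 0% = receptor in buffer alone and 100% = receptor with positive control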
SIAE inh: blocks human sialic acid acetylesterase | Q9HAT2 | hit rate 0.69% among 370,000 | inhibition, % at 9.66 µM | SIAE FP-Rh probe binding, fluorescence polarization;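 active = inhibition above a cutoff: mean of compounds within the control limits plus 3 SD of those, cut at about 17% in these data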;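 also: 0% = plate median of compound wells and 100% = probe without SIAE protein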
Target sequence (Q9HAT2 whole entry, looked up): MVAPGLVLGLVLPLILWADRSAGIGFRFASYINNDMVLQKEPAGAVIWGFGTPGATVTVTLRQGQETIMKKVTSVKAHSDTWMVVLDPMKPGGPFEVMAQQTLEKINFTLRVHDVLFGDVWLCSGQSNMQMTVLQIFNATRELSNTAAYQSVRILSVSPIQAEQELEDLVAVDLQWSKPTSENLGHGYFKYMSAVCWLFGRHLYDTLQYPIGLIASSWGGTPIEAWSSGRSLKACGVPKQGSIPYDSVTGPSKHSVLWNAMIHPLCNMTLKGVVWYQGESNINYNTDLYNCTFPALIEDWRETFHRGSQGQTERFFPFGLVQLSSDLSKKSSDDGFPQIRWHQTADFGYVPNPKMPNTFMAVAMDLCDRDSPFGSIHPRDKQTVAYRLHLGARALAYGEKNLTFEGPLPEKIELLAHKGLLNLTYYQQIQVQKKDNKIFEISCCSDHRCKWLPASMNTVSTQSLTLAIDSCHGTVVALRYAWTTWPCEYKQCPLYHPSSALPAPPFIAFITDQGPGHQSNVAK
MBD2 DNA inh: inhibitors of human MBD2 binding to methylated oligonucleotide; TR-FRET; inhibition, % at 4.4 µM; hit rate 0.31% among 370,000; AID 686964; in the data active = inhibition above about 13%
Target sequence (Q9UBB5 whole entry, looked up): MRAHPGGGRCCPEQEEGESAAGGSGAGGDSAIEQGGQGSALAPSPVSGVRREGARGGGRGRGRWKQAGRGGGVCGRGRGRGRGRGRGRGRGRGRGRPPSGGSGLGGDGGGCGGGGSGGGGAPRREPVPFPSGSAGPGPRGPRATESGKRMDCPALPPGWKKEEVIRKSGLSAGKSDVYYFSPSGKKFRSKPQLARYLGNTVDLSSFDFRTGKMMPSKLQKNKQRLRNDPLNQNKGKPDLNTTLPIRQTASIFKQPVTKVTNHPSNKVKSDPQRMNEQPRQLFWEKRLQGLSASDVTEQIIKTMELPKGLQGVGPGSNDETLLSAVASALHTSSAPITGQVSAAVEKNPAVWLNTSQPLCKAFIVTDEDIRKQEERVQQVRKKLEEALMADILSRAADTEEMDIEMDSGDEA
rCAG RNA binder: r(CAG) repeat RNA binding; TO-PRO-1 dye displacement fluorescence; inhibition, % at 3 µM; hit rate 1.3% among 370,000;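 active = inhibition above the plate cutoff, the mean of all test compounds on that plate plus 3 SD, cut at about 35% in these data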;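 also: 0% = DMSO alone and 100% = 100 µM mitoxantrone as full dye displacement; higher means more dye released from RNA so lower well fluorescence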
UHRF1 binding: blocks human UHRF1 binding to methylated DNA. Q96T88. UHRF1 binding to methylated oligo, TR-FRET. inhibition, % at 4.4 µM. hit rate 0.75% among 370,000; in the data active = inhibition above about 21%;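 also: UHRF1 SRA domain binding a hemimethylated CpG hairpin DNA probe; 0% = median of test compound wells and 100% = reference inhibitor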
GC-B act: GC-B (human) receptor activation | hit rate 0.11% among 370,000 | HEK293-GC-B cells, CNP EC30, cGMP TR-FRET; 0% at EC30 CNP, 100% saturating CNP | activation, % at 10 µM | P20594;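 active = activation at 10 µM reaching about 35% in either raw or pattern-adjusted values, limit read from the data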
PRMT1 FP inh: blocks human protein arginine methyltransferase 1; recombinant PRMT1, activity-based probe fluorescence polarization; hit rate 1.3% among 370,000; inhibition, % at 2.79 µM; AID 652257;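 active = inhibition above about 21% made by adding two undisclosed values, limit read from the data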
NPR1 activator: GC-A (human) enzyme activation; P16066; HEK293 GC-A cells, cGMP TR-FRET, EC30 ANP; 0% at EC30 ANP, 100% saturating ANP; activation, % at 10 µM; hit rate 0.14% among 370,000; AID 1671463; in the data active = activation above about 40%
mABHD4 FP: ABHD4 (mouse) inhibition, primary FP screen | inhibition, % at 8.92 µM | purified mABHD4, FP-Rh probe fluorescence polarization | Q8VD66 | hit rate 0.54% among 370,000 | AID 720543;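 active = inhibition exceeding the mean over every tested compound plus 3 SD, cut at about 30% in these data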;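 also: 0% = plate median of compound wells and 100% = S159A mutant with DMSO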
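Material: mouse ABHD4 enzyme, wild type; Benchmarks: S159A mutant high control, sample median low control; Buffer or medium: HEPES pH 7.0, NaCl, Pluronic buffer; Signal: fluorescence polarization; Read-out: percent inhibition of probe binding, normalized to plate controls; Timing: pre-incubation 45 min, probe exposure 60 min, at 25 °C; Dosing: 8.92 µM, single dose.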
Starred values were filed as active, the others as inactive. Only part of the results is shown (hit frequency here may not be typical).

What do the screens show for `COCCN(CC(=O)Nc1cccc(C)c1)S(=O)(=O)c1ccc(S(=O)(=O)N2CCCC2)cc1`?
HTRA1 inh: -6; TCR CD3 inh: 9; SIAE inh: -2; MBD2 DNA inh: 4; rCAG RNA binder: -3; UHRF1 binding: 3; GC-B act: -2; PRMT1 FP inh: -1; NPR1 activator: -1; mABHD4 FP: 2

Results for CCCn1c(SCC(=O)Nc2cc(C)on2)nc2c1c(=O)n(C)c(=O)n2C ?
HTRA1 inh: 7; TCR CD3 inh: 1; SIAE inh: -6; MBD2 DNA inh: 2; rCAG RNA binder: -4; UHRF1 binding: 3; GC-B act: -2; PRMT1 FP inh: -1; NPR1 activator: -2; mABHD4 FP: 7

What do the screens show for `COC(=O)c1sc(NC(=S)NC(=O)c2ccccc2C)nc1C`?
HTRA1 inh: 4; TCR CD3 inh: 0; SIAE inh: -5; MBD2 DNA inh: 6; rCAG RNA binder: 1; UHRF1 binding: -1; GC-B act: 8; PRMT1 FP inh: 2; NPR1 activator: 4; mABHD4 FP: -3

How did Cc1c(C(=O)N2CCN(c3ccccn3)CC2)sc2ncnc(N3CCN(c4ccccc4)CC3)c12 do in these assays?
HTRA1 inh: -4; TCR CD3 inh: 1; SIAE inh: 3; MBD2 DNA inh: 0; rCAG RNA binder: -3; UHRF1 binding: 1; GC-B act: 2; PRMT1 FP inh: -2; NPR1 activator: -2; mABHD4 FP: -1

What do the screens show for `Cc1ccc(CN2CCC(N3CCC(C(=O)NCC4CCCO4)CC3)CC2)o1` (centres undefined)?
HTRA1 inh: 0; TCR CD3 inh: 3; SIAE inh: 5; MBD2 DNA inh: -1; rCAG RNA binder: -7; UHRF1 binding: 11; GC-B act: 3; PRMT1 FP inh: -1; NPR1 activator: 6; mABHD4 FP: 2

Results for COC(=O)C[C@@H]1C=C[C@@H](NC(=O)c2cccnc2)[C@@H](CO)O1 ?
TCR CD3 inh: -9; SIAE inh: 5; MBD2 DNA inh: 2; rCAG RNA binder: -1; UHRF1 binding: 3; GC-B act: 4; PRMT1 FP inh: 3; NPR1 activator: 2; mABHD4 FP: 4

What do the screens show for `N#Cc1ccc(C(=O)NCC2CCCCC2)cc1`?
HTRA1 inh: -8; TCR CD3 inh: 6; SIAE inh: -5; MBD2 DNA inh: -4; rCAG RNA binder: 4; UHRF1 binding: 4; GC-B act: 5; PRMT1 FP inh: -7; NPR1 activator: 6; mABHD4 FP: -3

Results for CCOC(=O)c1[nH]cnc1C(=O)Nc1ccccc1OC ?
HTRA1 inh: 0; TCR CD3 inh: -1; SIAE inh: -3; MBD2 DNA inh: -5; rCAG RNA binder: -4; UHRF1 binding: 2; GC-B act: -4; PRMT1 FP inh: 3; NPR1 activator: -2; mABHD4 FP: 2

What do the screens show for `O=C(NCCOc1ccccc1)c1ccccc1SCC(=O)N1CCCC1`?
HTRA1 inh: -5; TCR CD3 inh: 1; SIAE inh: -10; MBD2 DNA inh: 1; rCAG RNA binder: -1; UHRF1 binding: 2; GC-B act: 3; PRMT1 FP inh: -1; NPR1 activator: 7; mABHD4 FP: -2

What do the screens show for `CC(C)Cc1nnc(NC(=O)CN2C(=O)NC3(CC(C)CC(C)(C)C3)C2=O)s1` (centres undefined)?
HTRA1 inh: -3; TCR CD3 inh: 12; SIAE inh: -6; MBD2 DNA inh: -3; rCAG RNA binder: -5; UHRF1 binding: 0; GC-B act: -5; PRMT1 FP inh: -4; NPR1 activator: -1; mABHD4 FP: 6

How did COc1cccc(NC(=O)CN(C)C(=O)c2ccc(N3CCCCC3)c([N+](=O)[O-])c2)c1 do in these assays?
HTRA1 inh: -7; TCR CD3 inh: -1; SIAE inh: -3; MBD2 DNA inh: 5; rCAG RNA binder: 4; UHRF1 binding: 2; GC-B act: 1; PRMT1 FP inh: -1; NPR1 activator: -4; mABHD4 FP: -3

Results for Cc1ccc(S(=O)(=O)N2[C@H](CC(=O)c3ccc(F)cc3)OC[C@@H]2C)cc1 ?
TCR CD3 inh: 9; SIAE inh: 4; MBD2 DNA inh: 1; rCAG RNA binder: 4; UHRF1 binding: -2; GC-B act: 3; PRMT1 FP inh: -3; NPR1 activator: 1; mABHD4 FP: 0

Results for O=C(c1cc(F)ccc1F)C1CCCN(C(=O)CCN2CCCCO2)C1 (centres undefined) ?
HTRA1 inh: -4; TCR CD3 inh: 10; SIAE inh: -3; MBD2 DNA inh: 0; rCAG RNA binder: -8; UHRF1 binding: 0; GC-B act: 4; PRMT1 FP inh: 0; NPR1 activator: 1; mABHD4 FP: 8

Results for O=C(COC(=O)/C=C/c1cccs1)NC1CCCCC1 ?
HTRA1 inh: 0; TCR CD3 inh: -4; SIAE inh: -6; MBD2 DNA inh: 0; rCAG RNA binder: -6; UHRF1 binding: -5; GC-B act: 1; PRMT1 FP inh: 1; NPR1 activator: 2; mABHD4 FP: -4

How did CN(C)S(=O)(=O)N1CCC(Oc2cccc(C(=O)NCCCC3CCCC3)c2)CC1 do in these assays?
HTRA1 inh: -23; TCR CD3 inh: 6; SIAE inh: 3; MBD2 DNA inh: -4; rCAG RNA binder: -3; UHRF1 binding: -1; GC-B act: -7; PRMT1 FP inh: -9; NPR1 activator: 1; mABHD4 FP: -19

What do the screens show for `CCCCOC(=O)Nc1cc(Cl)ccc1C`?
HTRA1 inh: 2; TCR CD3 inh: -6; SIAE inh: -4; MBD2 DNA inh: -1; rCAG RNA binder: 1; UHRF1 binding: 1; GC-B act: -6; PRMT1 FP inh: 0; NPR1 activator: 1; mABHD4 FP: -4

Results for O=C(N/N=C/c1cn(-c2ccccc2)nc1-c1cc2ccccc2o1)c1ccccc1Br ?
HTRA1 inh: -42; TCR CD3 inh: -1; SIAE inh: 1; MBD2 DNA inh: 5; rCAG RNA binder: 5; UHRF1 binding: 4; GC-B act: 1; PRMT1 FP inh: 3; NPR1 activator: -2; mABHD4 FP: -17

How did COc1ccc2cc(-c3nc4ccccc4n3C)c(=O)oc2c1 do in these assays?
HTRA1 inh: 2; TCR CD3 inh: -2; SIAE inh: -2; MBD2 DNA inh: -2; rCAG RNA binder: -3; UHRF1 binding: 0; PRMT1 FP inh: 3; mABHD4 FP: -1

What do the screens show for `O=S(=O)(/N=C(\Sc1ccc(Cl)cc1)c1ccccc1)c1ccccc1`?
HTRA1 inh: 2; TCR CD3 inh: 0; SIAE inh: -2; MBD2 DNA inh: 2; rCAG RNA binder: 3; UHRF1 binding: 5; GC-B act: 8; PRMT1 FP inh: 9; NPR1 activator: 9; mABHD4 FP: 4

What do the screens show for `COc1cc(C(=O)Nc2ccc3oc(-c4cccnc4)nc3c2)cc(OC)c1OC`?
HTRA1 inh: 2; TCR CD3 inh: 4; SIAE inh: -7; MBD2 DNA inh: -3; rCAG RNA binder: -2; UHRF1 binding: -2; GC-B act: -1; PRMT1 FP inh: -6; NPR1 activator: 7; mABHD4 FP: -2

Results for CC1CCN(c2c(NCc3ccc(C(=O)NCc4cccnc4)cc3)c(=O)c2=O)CC1 ?
HTRA1 inh: 2; TCR CD3 inh: 5; SIAE inh: 4; MBD2 DNA inh: -8; rCAG RNA binder: -3; UHRF1 binding: -1; GC-B act: -2; PRMT1 FP inh: -1; NPR1 activator: 0; mABHD4 FP: 3

How did O=C(COc1cccc(NC(=O)c2ccco2)c1)c1ccccc1 do in these assays?
HTRA1 inh: -8; TCR CD3 inh: -1; SIAE inh: -2; MBD2 DNA inh: -1; rCAG RNA binder: 1; UHRF1 binding: 0; GC-B act: 8; PRMT1 FP inh: 1; NPR1 activator: 4; mABHD4 FP: -2

How did CCCc1nc2ccccc2c(=O)n1NC(=O)c1c(O)c2ccccc2[nH]c1=O do in these assays?
HTRA1 inh: 3; TCR CD3 inh: 3; SIAE inh: 8; MBD2 DNA inh: -2; rCAG RNA binder: 4; UHRF1 binding: -1; GC-B act: 5; PRMT1 FP inh: -5; NPR1 activator: -1; mABHD4 FP: -1

Results for Cc1cc(C(=O)Nc2cccnc2Cl)on1 ?
HTRA1 inh: -2; TCR CD3 inh: 3; SIAE inh: -4; MBD2 DNA inh: 2; rCAG RNA binder: 0; UHRF1 binding: -2; GC-B act: -2; PRMT1 FP inh: 0; NPR1 activator: 1; mABHD4 FP: 4

Results for CC1CCCC12NC(=O)NC2=O (centres undefined) ?
HTRA1 inh: -3; TCR CD3 inh: 3; SIAE inh: 11; MBD2 DNA inh: -1; rCAG RNA binder: 1; UHRF1 binding: 1; GC-B act: -3; PRMT1 FP inh: 2; NPR1 activator: -2; mABHD4 FP: 5

How did CC(=O)C1=CCN(C)CC1 do in these assays?
TCR CD3 inh: 1; SIAE inh: 8; MBD2 DNA inh: 3; rCAG RNA binder: 2; UHRF1 binding: -2; GC-B act: -4; PRMT1 FP inh: 0; NPR1 activator: 4; mABHD4 FP: -1

What do the screens show for `Cc1ccc2c(CC(=O)OC(C)C(=O)NCc3ccc4c(c3)OCO4)coc2c1` (centres undefined)?
HTRA1 inh: -15; TCR CD3 inh: 5; SIAE inh: -5; MBD2 DNA inh: 3; rCAG RNA binder: 0; UHRF1 binding: 1; GC-B act: -2; PRMT1 FP inh: 1; NPR1 activator: -6; mABHD4 FP: -9

How did Cn1cc(Br)c(C(=O)NNC(=O)Nc2ccccc2C(F)(F)F)n1 do in these assays?
HTRA1 inh: 5; TCR CD3 inh: 5; SIAE inh: -1; MBD2 DNA inh: 2; rCAG RNA binder: -2; UHRF1 binding: 8; GC-B act: 7; PRMT1 FP inh: 0; NPR1 activator: -3; mABHD4 FP: 0

Results for Cc1ccc(S(=O)(=O)N(C)C[C@@H]2OCCCC[C@H](C)Oc3ccc(NC(=O)Nc4ccc(F)cc4)cc3C(=O)N([C@H](C)CO)C[C@H]2C)cc1 ?
HTRA1 inh: -59; TCR CD3 inh: -9; SIAE inh: -24; MBD2 DNA inh: -4; rCAG RNA binder: 13; UHRF1 binding: 2; GC-B act: 0; PRMT1 FP inh: -3; NPR1 activator: 2; mABHD4 FP: -27

Retrieved one by one from above, 4 records:
How did CCCc1nc2ccccc2c(=O)n1NC(=O)c1c(O)c2ccccc2[nH]c1=O do in these assays?
HTRA1 inh: 3; TCR CD3 inh: 3; SIAE inh: 8; MBD2 DNA inh: -2; rCAG RNA binder: 4; UHRF1 binding: -1; GC-B act: 5; PRMT1 FP inh: -5; NPR1 activator: -1; mABHD4 FP: -1

Results for Cc1cc(C(=O)Nc2cccnc2Cl)on1 ?
HTRA1 inh: -2; TCR CD3 inh: 3; SIAE inh: -4; MBD2 DNA inh: 2; rCAG RNA binder: 0; UHRF1 binding: -2; GC-B act: -2; PRMT1 FP inh: 0; NPR1 activator: 1; mABHD4 FP: 4

Results for CC1CCCC12NC(=O)NC2=O (centres undefined) ?
HTRA1 inh: -3; TCR CD3 inh: 3; SIAE inh: 11; MBD2 DNA inh: -1; rCAG RNA binder: 1; UHRF1 binding: 1; GC-B act: -3; PRMT1 FP inh: 2; NPR1 activator: -2; mABHD4 FP: 5

Results for CC1CCN(c2c(NCc3ccc(C(=O)NCc4cccnc4)cc3)c(=O)c2=O)CC1 ?
HTRA1 inh: 2; TCR CD3 inh: 5; SIAE inh: 4; MBD2 DNA inh: -8; rCAG RNA binder: -3; UHRF1 binding: -1; GC-B act: -2; PRMT1 FP inh: -1; NPR1 activator: 0; mABHD4 FP: 3
